Source: PubChem
RTF Ca sens inh: cardiac RTF calcium desensitization | P19429+P45379 | IANBD-labeled cardiac RTF, Ca2+ fluorescence | inhibition, % at 7.15 µM | 340,000 tested, 0.12% active | AID 493244;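 active means inhibition above the mean inhibition of all tested compounds plus 3 SD, cut at about 17% in these data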;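 further: assay run at fixed EC70 calcium of 1.6 mM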
Arrestin-AP2 inh: human beta-arrestin and AP2 interaction inhibition; inhibition, % at 10 µM; AID 504490; FITC-arrestin peptide / GST-AP2 beads, flow cytometry; AP2 beta2 appendage carries R879A mutation; 340,000 tested, 0.31% active;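 active means inhibition above a set limit, near 3 SD of compounds lacking own fluorescence, cut at about 54% in these data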;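 further: plate controls were DMSO wells for no effect and 5 µM unlabelled arrestin peptide for full effect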
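System: GST-tagged AP2 beta2-adaptin appendage (R879A) on 4 µm glutathione beads / Reagent: FITC-arrestin peptide, 50 nM / Detection: HyperCyt-sampled flow cytometry, FL1 channel, ex 488/em 535 nm / Timing: 12 min plus 1 h, RT / Buffer or medium: PBS plus Tween 20 (0.05%) and BSA (0.1%)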
Keap1 Nrf2 FP: Keap1-Nrf2 (human) interaction inhibition | Q14145 | Keap1 Kelch-Nrf2 peptide fluorescence polarization, 1536-well | inhibition, % at 9.4 µM | 340,000 tested, 0.15% active | AID 504523; in the data active means inhibition above about 12%;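 further: human Keap1 Kelch domain with fluorescein labeled Nrf2 9mer peptide probe; 0% = neutral control wells and 100% = peptide positive control; higher means more block of Keap1 binding to Nrf2 peptide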
SR-BI HDL uptake: inhibitors of mouse SR-BI mediated HDL lipid uptake. inhibition, % at 12.5 µM. 320,000 tested, 0.96% active. ldlA[mSR-BI] CHO cells, DiI-HDL uptake fluorescence, 3 h. Q61009. AID 488896;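 active means mean replicate inhibition of at least 70% and a set share of replicates each scoring 70 or more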;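 further: 0% = median of neutral control wells and 100% = median of positive control wells; values of inactives mirror those of a sister screen read the other way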
Target sequence (Q61009 whole entry, looked up): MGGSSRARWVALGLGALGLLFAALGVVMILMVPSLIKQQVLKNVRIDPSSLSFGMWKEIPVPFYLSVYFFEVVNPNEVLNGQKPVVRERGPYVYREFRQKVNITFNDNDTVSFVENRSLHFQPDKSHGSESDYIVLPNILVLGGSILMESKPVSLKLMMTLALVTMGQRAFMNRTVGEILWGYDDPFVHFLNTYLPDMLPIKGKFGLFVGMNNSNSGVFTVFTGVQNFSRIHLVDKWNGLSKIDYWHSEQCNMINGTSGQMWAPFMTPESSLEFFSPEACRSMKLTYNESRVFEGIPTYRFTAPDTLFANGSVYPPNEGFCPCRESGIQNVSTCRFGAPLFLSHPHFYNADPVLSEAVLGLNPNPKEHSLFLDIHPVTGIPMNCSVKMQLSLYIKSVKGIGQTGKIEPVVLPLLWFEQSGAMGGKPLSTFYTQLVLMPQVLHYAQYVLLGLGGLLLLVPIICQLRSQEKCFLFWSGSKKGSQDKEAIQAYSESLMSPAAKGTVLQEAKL
C-LANA FP: KSHV C-LANA DNA binding inhibition. MBP-C-LANA/FAM-LBS DNA binding, fluorescence polarization. inhibition, % at 9 µM. 340,000 tested, 0.078% active. AID 504423;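 active means highest replicate inhibition at or above 60% at 9 µM, even if other replicates fall short; inactive means all replicates below 60% inhibition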;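 further: 0% = neutral control wells and 100% = 4 µM acridine orange control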
PKA-R2B act: activators of human PKA-R2B complex | P22694+P31323 | AID 504700 | activation, % at 11.4 µM | PKA-R2B holoenzyme dissociation, Cy5-IP20 fluorescence polarization; R2B truncated from residue 108, S112A mutant; 0% DMSO only, 100% 113 µM cGMP | 340,000 tested, 0.079% active;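 active means activation above a cutoff set at the mean over all compounds plus 3 SD, cut at about 18% in these data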;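 further: higher means more holoenzyme dissociation and a rise in polarization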
Target sequence (P31323 whole entry, looked up, other chains not shown, the tested form may be a part): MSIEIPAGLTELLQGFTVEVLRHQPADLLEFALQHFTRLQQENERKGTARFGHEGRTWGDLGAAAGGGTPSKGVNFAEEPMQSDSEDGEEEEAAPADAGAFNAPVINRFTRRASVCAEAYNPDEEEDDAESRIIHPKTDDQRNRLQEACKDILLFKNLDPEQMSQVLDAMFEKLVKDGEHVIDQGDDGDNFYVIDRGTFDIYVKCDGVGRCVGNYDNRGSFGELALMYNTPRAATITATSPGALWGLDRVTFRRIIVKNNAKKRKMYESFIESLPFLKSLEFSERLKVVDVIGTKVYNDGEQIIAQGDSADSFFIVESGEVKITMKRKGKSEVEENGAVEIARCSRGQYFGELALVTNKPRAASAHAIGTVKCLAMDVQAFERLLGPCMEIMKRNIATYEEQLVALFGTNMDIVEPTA
NSD2 inh: inhibitors of human histone methyltransferase NSD2; O96028; NSD2 peptide methylation, AlphaScreen, 120 min; inhibition, % at 12.5 µM; 310,000 tested, 0.54% active; AID 743445; in the data active means inhibition above about 50%
DAGLB inhibitor: diacylglycerol lipase beta (human) inhibition; Q8NCG7; HEK293T DAGLB membrane lysate, EnzChek fluorogenic substrate; inhibition, % at 5.17 µM; 340,000 tested, 0.059% active; AID 504411; in the data active means inhibition above about 34%;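 further: 0% = enzyme with vehicle and 100% = wells lacking enzyme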
SR-BI DiI-HDL act: SR-BI HDL lipid transfer activation. 320,000 tested, 0.096% active. activation, % at 12.5 µM. AID 504775. CHO ldlA[mSR-BI] cells, DiI-HDL uptake fluorescence, 3 h; 100 = double the neutral-control signal;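 active means mean replicate activation of at least 60% and every replicate at or above 60%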;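 further: 0% = median plate neutral-control signal and 100% = twice that signal; values of inactives mirror those of a sister screen read the other way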
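Material – SR-BI-overexpressing, LDLR-lacking CHO cells · Medium – BSA-supplemented, HEPES-buffered Ham's F12, pH 7.4 · Doses – single concentration · Times – compound with DiI-HDL co-incubation, 3 h at 37 °C · Measured by – bottom-read fluorescence, 550/595 nm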
PvdQ acylase: blocks Pseudomonas aeruginosa PvdQ acylase activity | purified PvdQ acylase, fluorescence plate reader | inhibition, % at 10 µM | 340,000 tested, 0.063% active; in the data active means inhibition above about 30%, passing the limit was not always enough;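 further: 0% = vehicle neutral wells and 100% = reference inhibitor wells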
Starred values were filed as active, the others as inactive; x = not tested or not shown.

SMILES	RTF Ca sens inh	Arrestin-AP2 inh	Keap1 Nrf2 FP	SR-BI HDL uptake	C-LANA FP	PKA-R2B act	NSD2 inh	DAGLB inhibitor	SR-BI DiI-HDL act	PvdQ acylase
O=C(NCc1ccc(Cl)cc1)C1C2C=CC3(CN(Cc4cccnc4)C(=O)C13)O2 (stereo not drawn)	-4	3	-2	7	1.2	-5	-3	1	-7	-17
CC(/C=N/NC(=O)CSc1nnc(SCc2ccccc2)s1)=C\c1ccco1	5	-3	0	3	-0.1	-8	20	0	-3	4
COc1ccc(S(=O)(=O)N2CCC(NC(=O)c3cccnc3)CC2)cc1	8	21	1	-6	4.0	6	0	1	6	-11
O=C(c1ccc2c3c(cccc13)CC2)N1CCOCC1	-7	11	-2	0	0.3	-2	1	-1	0	-14
CCN(CC)C(=O)c1ccc(CS(=O)(=O)Cc2ccccc2)cc1	-4	2	-6	-14	-0.1	-3	0	-4	14	-19
CC(NS(=O)(=O)c1ccc(Cl)cc1)C(=O)OCC(=O)Nc1ccc(N(C)C)cc1 (stereo not drawn)	4	1	0	13	0.5	1	1	3	-13	-4
CCCn1c2ccccc2c2cnn(CC(=O)NCCCN3C(C)CCCC3C)c(=O)c21 (stereo not drawn)	3	-2	4	-9	-1.9	-1	1	-2	9	-7
Cc1cccc(N2C(=O)CC(N3CCC(c4nc5ccccc5[nH]4)CC3)C2=O)c1 (stereo not drawn)	-9	1	-2	3	-0.5	-4	0	-1	-3	7
CCC(C)C(=O)Nc1nnc(SCC(=O)Nc2ccc(F)cc2)s1 (stereo not drawn)	-1	8	-1	-7	-0.1	3	-2	-2	7	-19
Cc1onc(-c2ccccc2)c1-c1csc(COc2ccccc2)n1	3	10	5	-2	2.5	-3	-1	-16	2	-15
FC(F)(F)c1cnc(COc2cc(Cl)cc(Cl)c2)c(Cl)c1	-1	19	-5	23	-0.1	2	-1	-3	-23	3
Nc1nc(-c2ccccc2)nn1S(=O)(=O)c1ccccc1	1	-14	-4	11	-0.4	1	-1	4	-11	1
Cc1c(OCC(=O)NCCCN2CCOCC2)ccc2c(-c3ccccc3)cc(=O)oc12	-1	5	1	33	-3.7	-3	-1	1	-33	-2
Cc1ccc(-c2ccc(=O)n(CCC(=O)NCc3ccccn3)n2)cc1	11	5	-2	3	-3.3	8	0	-1	-3	-16
CCCNS(=O)(=O)c1cccc(C(=O)NNC(=O)c2cc(C)oc2C)c1	-13	23	-5	17	0.7	-1	2	2	-17	-10
CCCCCCNC(=O)c1cc(-c2ccco2)nc2ccccc12	14	48	4	5	-0.6	-11	5	0	-5	4
COc1ccc(NC2CCCN(C(=O)CCc3scnc3C)C2)cc1 (stereo not drawn)	6	-7	1	-4	0.6	17	4	0	4	-2
COc1ccccc1C(=O)NCC(=O)N/N=C(\C)Cc1ccccc1	-2	8	-1	-7	-1.1	-2	-3	5	7	-9
NC(=O)C1CCN(C(=O)c2ccc([N+](=O)[O-])cc2NC(=O)c2cccs2)CC1	-51	15	-5	-4	-2.3	-1	0	-2	4	8
Cc1ccc(C)c(NC(=O)Cn2nc([N+](=O)[O-])c(Br)c2C)c1	4	2	-4	6	-1.3	2	22	-1	-6	-8
CC(C)Cc1nn2c(N)c(/C=C3\C=Nc4ccccc43)c(=O)nc2s1	-3	-21	-2	14	3.1	-12	1	8	-14	-10
CCN1C(=O)C(O)(CC(=O)c2ccc3c(c2)OCCO3)c2ccccc21 (stereo not drawn)	-1	-6	2	-4	0.0	4	x	1	4	-4
Cc1cc(C(=O)OCC(=O)NNC(=O)c2cccs2)ccc1[N+](=O)[O-]	-4	4	3	3	0.5	8	1	-2	-3	-1
O=C(NCc1ccc(Cl)cc1)C1CCN(S(=O)(=O)c2ccccc2)CC1	3	4	-2	41	-1.1	-12	x	2	-41	-2
Fc1ccc(C2CC(c3cccs3)=NN2C(=S)Nc2ccccc2)cc1 (stereo not drawn)	-12	15	-4	-9	1.7	0	0	-10	9	9
CN(C)S(=O)(=O)Nc1cccc(NC(=O)CC23CC4CC(CC(C4)C2)C3)c1	0	-19	3	32	-1.6	-6	1	-4	-32	20
O=C(CSc1nnc(Cc2cccs2)n1-c1ccccc1)NC1CCCCC1	1	-1	2	-23	0.9	-15	1	-3	23	-15
COc1cccc(NC(=O)CSc2nncn2N)c1	-2	1	5	-27	0.3	-8	1	-1	27	3
NC(=O)CSc1nc2ccc([N+](=O)[O-])cc2[nH]1	-13	8	7	6	1.5	-2	0	1	-6	-14
COc1cc(S(=O)(=O)NCCOC23CC4CC(CC(C4)C2)C3)c(OC)cc1Cl	1	18	1	-10	-0.3	8	2	-6	10	-4
CN(C)CCCN(C(=O)c1ccco1)c1nc2ccc(Br)cc2s1	2	10	-2	x	-2.8	-7	x	1	x	3
CCOC(=O)Cn1c(N)c(C(=O)OC)sc1=S	-5	5	1	-17	-0.7	-1	3	0	17	-10
Cc1ccc(NC(=O)COC(=O)C2=NN(c3ccccc3)C(=O)CC2)c(Br)c1	3	2	1	0	0.9	-1	x	-3	0	1
Cc1ccc(NC(=O)CN2C(=O)S/C(=C/c3ccncc3)C2=O)cc1	-10	24	-3	2	-0.3	1	0	2	-2	-7
COC(=O)CC1=NN(c2ccccc2)C(=O)C1	-2	-3	-1	-3	1.2	4	-2	8	3	-9
CCC(C)n1c(SCc2ccc([N+](=O)[O-])cc2)nc2ccsc2c1=O (stereo not drawn)	5	-2	-3	-12	0.2	-10	6	-12	12	-5
COc1cc(C2NC(=O)NC(C)=C2C(=O)Nc2cccc(C)c2C)cc(OC)c1OC (stereo not drawn)	-8	13	3	-16	1.4	14	0	0	16	-11
COc1cc(/C=N/NC(=O)c2cc(-c3ccccc3OC(C)C)nc3ccccc23)ccc1O	-2	1	2	37	-1.0	-12	0	-3	-37	-15
Cc1ccnc2nc(C(=O)OCC(=O)c3c[nH]c4ccccc34)nn12	7	-11	2	13	0.6	-4	-2	0	-13	2
COc1ccc(C(=O)Oc2ccc(F)cc2C(=O)/C=C/c2ccc(OC)c(OC)c2)cc1	13	3	0	2	3.2	-12	12	-3	-2	1

The final 4 compounds of the part before are carried over, then new ones follow.
SMILES	RTF Ca sens inh	Arrestin-AP2 inh	Keap1 Nrf2 FP	SR-BI HDL uptake	C-LANA FP	PKA-R2B act	NSD2 inh	DAGLB inhibitor	SR-BI DiI-HDL act	PvdQ acylase
COc1cc(C2NC(=O)NC(C)=C2C(=O)Nc2cccc(C)c2C)cc(OC)c1OC (stereo not drawn)	-8	13	3	-16	1.4	14	0	0	16	-11
COc1cc(/C=N/NC(=O)c2cc(-c3ccccc3OC(C)C)nc3ccccc23)ccc1O	-2	1	2	37	-1.0	-12	0	-3	-37	-15
Cc1ccnc2nc(C(=O)OCC(=O)c3c[nH]c4ccccc34)nn12	7	-11	2	13	0.6	-4	-2	0	-13	2
COc1ccc(C(=O)Oc2ccc(F)cc2C(=O)/C=C/c2ccc(OC)c(OC)c2)cc1	13	3	0	2	3.2	-12	12	-3	-2	1
COc1ccc(NC(=O)c2oc3ccc(S(=O)(=O)N4CCOCC4)cc3c2C)c(OC)c1	4	2	1	66	-15	-2	0	1	-66	-15
Cc1ccc(NC(=O)CN(C)C(=O)COC(=O)CCS(=O)(=O)c2ccc(C)cc2)cc1	-7	-2	6	-9	0.0	11	1	-4	9	-3
CN(C)c1ccnc(-n2cccc2/C=N/OCc2ccc(F)cc2Cl)c1C#N	-6	x	-7	-17	-2.5	-6	x	-2	17	-9
CCn1c(=O)c2cc(C(=O)NCc3cccs3)sc2c2ccccc21	-6	4	1	71*	0.4	5	x	0	-71	5
Cc1onc(-c2c(Cl)cccc2Cl)c1C(=O)NC1C(=O)N2C1SC(C)(C)C2C(=O)O (stereo not drawn)	-4	4	-2	-8	0.1	-5	x	2	8	-3
Cc1ccc(S(=O)(=O)NNC(=O)C(=O)NNS(=O)(=O)c2ccc(C)cc2)cc1	0	5	3	-1	-0.2	0	-2	2	1	-5
CN(C(=O)c1cccc(NC(=O)Cc2cccc([N+](=O)[O-])c2)c1)C1CC1	2	9	0	-8	-0.5	7	x	-1	8	-8
CCNC(=O)NC(=O)CSc1cccc(C(F)(F)F)c1	-8	3	-1	6	0.7	4	-7	-2	-6	-10
COc1ccc(C(C(=O)NC2CCCC2)N(Cc2ccco2)C(=O)c2snc(C(N)=O)c2N)cc1OC (stereo not drawn)	-6	20	0	-3	0.6	-4	0	-2	3	4
Cc1cccc(N2CCN(C(=O)c3ccc(N4CCCC4=O)cc3)CC2)c1C	-17	-2	2	41	-2.9	-2	2	-1	-41	-14
CN(C(=O)c1ccc(OC2CCN(S(=O)(=O)N(C)C)CC2)cc1)C1CCCCC1	-1	13	0	0	-1.9	-7	-6	0	0	-6
CC(=O)NNC(=S)NC(=O)C(c1ccccc1)c1ccccc1	-5	-19	6	-3	0.4	-10	x	2	3	-16
CC(=O)NNC(=S)NCCc1ccccc1	-9	9	4	-12	-2.2	1	-1	3	12	-9
O=C(CN(c1cccc([N+](=O)[O-])c1)S(=O)(=O)c1ccccc1)N1CCCCC1	-14	-6	5	x	-0.2	-2	-1	0	x	-13
CCCCOC(=O)Nc1nnc(COc2ccccc2)s1	0	34	0	-23	1.3	0	2	0	23	-1
O=C(C(=O)c1cc(Br)ccc1O)c1cc(Br)ccc1O	1	26	-1	0	-2.2	-1	5	3	0	6
O=C(Nc1ccc2c(c1)OCO2)c1ccc(COc2ccc3c(c2)CCC3)o1	-14	-2	-5	8	0.1	1	2	-8	-8	-10
COC(=O)C(CCSC)NC(=O)Cn1ncc2c(=O)oc3ccc(C)cc3c21 (stereo not drawn)	-1	-1	-10	22	-0.4	4	x	-1	-22	-14
C=CCn1c(=O)c(C(=O)NC(C)c2ccccc2)c(O)c2ccccc21 (stereo not drawn)	-5	-2	3	-12	-1.1	-3	-11	-10	12	2
Cc1cccc(C)c1NC(=O)COC(=O)C1Cc2ccccc2CN1C(=O)c1ccccc1 (stereo not drawn)	-10	6	-2	22	-1.1	-1	0	0	-22	-17
COc1ccc(-c2c(C)nn(-c3ccccc3)c2N)cc1	-5	5	-2	26	2.0	-11	-1	-2	-26	-15
CC1=CC(=C(C#N)C#N)C=C(C)N1CCN1CCN(C(=O)Nc2cccc(Cl)c2)CC1	-10	4	0	53	1.3	-4	-4	-2	-53	-16
O=C(O)COc1cccc2nsnc12	0	15	0	-4	1.7	0	5	1	4	4
